Bioassay records (PubChem BioAssay)
CHOP inhibitor: inhibitors of CHOP promoter induction, primary screen, cell-based, unfolded protein response, luciferase reporter | CHO-K1 CHOP-promoter luciferase, tunicamycin-induced, 15-18 h | inhibition, % at 10 µM | 3.8% of 220,000 active | AID 2732, 2010;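 active = compounds that reduced the stress-induced luciferase reporter signal by more than about 70% of percent inhibition, limit read from the data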;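 also: 0% = tunicamycin plus vehicle and 100% = wells without tunicamycin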
TRPML3 ag: human TRPML3 channel agonists, primary screen, cell-based, HEK293 TRPML3-YFP, Fluo-8 calcium fluorescence, 3 µM; Mucolipin-3 (Homo sapiens), Q8TDD5; 100% = the carbachol control signal; activation, % at 3 µM; 0.29% of 220,000 active;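 active = activation above its plate's cutoff, the mean activation of the plate's test wells plus 3 SD, cut at about 12% in these data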;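 also: 0% = DMSO only wells and 100% = carbachol wells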
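Test system – HEK293 line with stable expression of human TRPML3-YFP channel · Control set – carbachol 87 µM final as high control (100%), DMSO as low control (0%) · Signal – Fluo-8 calcium dye fluorescence, ex 470-495, em 515-575 nm · Incubation – 1-h 37 °C dye load, 5-s basal, 120-s post-compound reads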
p47phox inh: p47phox/p22phox peptide binding inhibitors, primary screen, biochemical, uHTS, NADPH oxidase regulatory subunit; Neutrophil cytosol factor 1 (Homo sapiens), P14598; fluorescence polarization, 2 h; inhibition, % at 24.7 µM; 0.53% of 220,000 active;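 active = inhibition above about 30%, limit read from the data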;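 also: 0% = p47phox with labelled peptide and 100% = labelled peptide alone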
Runt-SMMHC FRET: inhibitors of RUNX1 Runt–CBFb-SMMHC binding, primary screen, biochemical, FRET, Cerulean-Runt, Venus-CBFb-SMMHC, uHTS; Cerulean-Runt/Venus-CBFb-SMMHC FRET ratio 530/480, 1 h; inhibition, % at 20 µM; 0.74% of 220,000 active; AID 1434, 2008;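 active = mean inhibition across duplicate retests at 20 µM reaching about 50%, limit read from the data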;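 also: 0% = DMSO wells and 100% = wells with excess untagged CBFb-SMMHC; inhibitors lower the FRET ratio by blocking Runt binding to CBFb-SMMHC; some results filed as inactive read as strong as hits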
PPC-1+TRAIL kill: compounds killing PPC-1 cancer cells with TRAIL present, primary screen, TRAIL potentiator project, ATPLite luminescence, uHTS; PPC-1 cells + TRAIL, ATPLite viability luminescence; cell killing (% activity), % at 4 µM; 0.41% of 220,000 active; AID 1443, 2008;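 active = cell killing above 50% in the first pass at 4 µM, then a duplicate retest at 5 µM averaging 50% or more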;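 also: plate controls were cells with TRAIL plus DMSO for no effect and medium-only wells lacking cells for full effect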
MDM2 E3 inh: MDM2-luciferase reporter signal enhancers, primary screen, MDM2 E3 ligase inhibitor project, cell-based, luminescence, 1536-well; E3 ubiquitin-protein ligase Mdm2 (Homo sapiens), Q00987; cell-based MDM2 ubiquitination luciferase reporter, 2 h; 0 = plate control, 100 = twice control, blank-subtracted; signal enhancement, % at 5 µM; 0.11% of 210,000 active; AID 1230, 2008;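 active = signal enhancement of 30% or more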;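 also: luminescence tracks abundance of the self-degrading MDM2-luciferase fusion protein; higher signal means inhibition of MDM2 E3 ligase activity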
Target sequence (Q00987 whole entry, looked up, the tested form may be a part): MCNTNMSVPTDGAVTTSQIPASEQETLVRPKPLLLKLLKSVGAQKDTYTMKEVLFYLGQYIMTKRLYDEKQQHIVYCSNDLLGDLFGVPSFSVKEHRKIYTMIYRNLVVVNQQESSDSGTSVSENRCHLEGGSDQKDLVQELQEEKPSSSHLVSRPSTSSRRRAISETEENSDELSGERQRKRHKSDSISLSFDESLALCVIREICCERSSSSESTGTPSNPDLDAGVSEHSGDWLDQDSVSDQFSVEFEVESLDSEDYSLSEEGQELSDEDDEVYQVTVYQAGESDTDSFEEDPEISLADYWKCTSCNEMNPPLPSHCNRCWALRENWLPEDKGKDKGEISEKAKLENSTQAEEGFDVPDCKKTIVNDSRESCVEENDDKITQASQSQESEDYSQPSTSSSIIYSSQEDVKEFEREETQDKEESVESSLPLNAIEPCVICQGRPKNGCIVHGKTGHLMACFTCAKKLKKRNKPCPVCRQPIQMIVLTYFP
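Assay system: mammalian cells stably expressing self-ubiquitinating, self-degrading MDM2 E3–luciferase fusion. Quantity: 2000 cells in each well. Medium: DMEM culture medium. Compound dosing: single-point 5 µM. Timing: cell settling 4 h, compound treatment 2 h, both 37 °C. Technique: luciferase luminescence. Read-out basis: percent signal gain over controls, blank-subtracted. Benchmarks: plate controls and plate blanks.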
TNF necrop inh: inhibitors of TNF-alpha triggered necroptosis, primary screen, cell-based, Jurkat FADD-/-, single concentration | Jurkat FADD-/- TNF necroptosis rescue, ATP luminescence, 24 h; 0 = TNF only, 100 = no-TNF cells | activation (protection from cell death), % at 10 µM | 0.068% of 220,000 active | AID 463075, 2010;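 active = activation, meaning protection from cell death, of at least 50% relative to plate controls; inactive = activation below 50%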;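 also: necroptosis triggered by 40 ng/mL TNF-alpha added together with compound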
zfTRPN1 agonist: zebrafish TRPN1 channel agonists, primary screen, cell-based, HEK293, calcium fluorescence. HEK293 zebrafish TRPN1-YFP, Fluo-8 calcium fluorescence; 100% = response to 87 µM carbachol. activation, % at 3 µM. 0.18% of 220,000 active. AID 1424, 2008;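 active = activation above its plate's cutoff, the mean activation of test wells on that plate plus 3 SD, cut at about 19% in these data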;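 also: 0% = DMSO alone and 100% = 87 µM carbachol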
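System: zebrafish TRPN1-YFP in HEK293 cells / Dosing: 3 µM single point / Timing: dye loading 1 h at 37 °C, then 30 min room temperature / Signal: Fluo-8 calcium fluorescence, excitation 470-495 nm, emission 515-575 nm / Read-out basis: percent activation from peak over basal fluorescence ratio, control-normalized / Control set: high carbachol 87 µM, low DMSO alone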
EBV gp42 block: Epstein-Barr virus gp42 inhibitors, primary screen, biochemical, uHTS, fluorescence polarization | Glycoprotein 42 (Epstein-Barr virus (strain AG876)), Q1HVG2 | Fluorescence polarization binding assay, mP read-out | inhibition, % (tested at 21.74 µM) | 0.42% of 220,000 active; in the data active = inhibition above about 50%
Target sequence (Q1HVG2 whole entry, looked up): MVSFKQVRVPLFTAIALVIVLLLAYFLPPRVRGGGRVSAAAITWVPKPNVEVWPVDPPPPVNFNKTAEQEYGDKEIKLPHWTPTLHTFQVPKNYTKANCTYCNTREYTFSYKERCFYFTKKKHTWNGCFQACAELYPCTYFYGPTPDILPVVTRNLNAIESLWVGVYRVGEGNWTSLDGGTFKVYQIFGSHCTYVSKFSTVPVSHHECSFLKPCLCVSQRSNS
Numbers without * were called inactive; . = no result given.

Order of results – CHOP inhibitor	TRPML3 ag	p47phox inh	Runt-SMMHC FRET	PPC-1+TRAIL kill	MDM2 E3 inh	TNF necrop inh	zfTRPN1 agonist	EBV gp42 block
CCn1c(=N)n(CC(=O)c2ccc(OC)c(OC)c2)c2ccccc21
    14	0.5	-15	3	17	.	2.6	-1.8	-14
O=C(/C=C/c1cccs1)N1CCC2(CC1)Oc1ccc(Cl)cc1C(=O)C21CC(c2ccccc2)=NO1 (centres undefined)
    0	.	-17	0	2	11	2.6	.	-8
Cc1cc(C)n2nc(SCc3nnc(-c4ccc(F)cc4)o3)nc2n1
    -26	0.5	-6	-1	17	-15	1.3	-0.3	-8
COc1ccc(-c2nc(SCC(=O)Nc3nccs3)c(-c3ccc(Cl)cc3)[nH]2)cc1
    3	-0.2	-11	2	8	.	4.5	-2.2	-12
CC(C)Cn1c(O)c2ccc(C(=O)N=NC(=O)c3cccnc3)cc2c1O
    4	1.0	-5	-1	-2	-8	2.2	3.4	-14
CCN(CC)CC(C(=O)N(CC)CC)P(=O)(c1ccccc1)c1ccccc1 (centres undefined)
    22	-0.3	0	-7	27	-5	-2.6	0.6	-7
O=C1CCN(c2ccc([N+](=O)[O-])cc2F)CC1
    12	0.5	-3	-2	18	-11	-0.6	0.7	1
Cn1c(SC/C=C/c2ccccc2)nnc1-c1cnccn1
    28	0.8	-4	0	12	-11	-1.9	0.6	-14
Nn1c(Nc2ccccc2)nc2ccccc2c1=O
    39	-1.0	-4	2	14	-24	1.5	-0.1	-8
CC1Cn2c(nc(=O)c3c2NCN(CCc2ccccc2)C3)S1 (centres undefined)
    -9	-0.6	9	-1	-8	27	1.3	2.1	-2
CCOc1ccc(-n2c(-c3ccc(OC)cc3)c[n+]3c2CCCCC3)cc1
    46	0.3	-7	0	18	-50	-4.1	-0.6	-19
Cc1nn2c3ccccc3n(CC(=O)c3cccs3)c2nc1=O
    21	0.9	-1	0	9	-33	0.7	-0.3	-1
COc1ccc(CC(CC(=O)O)C(=O)Nc2ccccc2)cc1 (centres undefined)
    -15	0.3	-4	-2	18	-17	-1.2	0.3	-18
O=C(Nc1ccc(F)c(Cl)c1)C1CC(=O)n2c(nc3ccccc32)N1 (centres undefined)
    76*	0.3	-2	-3	3	8	3.0	1.8	-7
COCCCn1c(SCC(=O)Nc2sc3c(c2C#N)CCCC3)nnc1-c1ccncc1
    -19	-1.1	-10	-6	-1	.	0.7	-1.9	-17
COC(=O)N1CCN(c2ccc(OC)cc2)CC1
    -9	1.1	3	-5	20	-3	-0.9	0.0	-14
COc1ccccc1Cn1c(C)nc2ccccc21
    19	1.6	-16	0	-1	-16	-2.0	4.8	-16
Cc1cccc(Cn2c(C)nc3c(N)c(C)c(C)cc32)c1
    36	0.3	-1	0	0	4	-0.7	-0.6	-9
Cc1cc2c(c(=O)n1Cc1ccco1)C(c1ccccc1)C(C#N)=C(N)O2 (centres undefined)
    20	0.3	2	3	9	-15	-11	1.4	1
Cc1ccc(NCC(=O)N/N=C/c2ccncc2)cc1
    -5	0.0	-14	0	13	-11	0.7	0.8	3
O=C(COC(=O)CSc1ccc2ccccc2c1)Nc1ccccc1OC(F)F
    40	-0.1	-1	2	6	-8	0.7	-0.1	2
COc1cccc(C(=O)NC2CC3CCCC(C2)N3CC(=O)Nc2ccccc2)c1 (centres undefined)
    19	-1.3	58*	-2	16	-8	1.1	-0.2	-5
OC1(c2ccccn2)COc2ccccc2O1 (centres undefined)
    21	0.8	-3	-7	30	-7	1.2	0.1	-15
Cc1nn(C(C)C)c(C)c1[C@@H]1C[C@H]2CN(Cc3cccc(Cl)c3)C(=O)[C@]23CCCN13
    20	0.0	-24	-1	9	-16	3.7	1.4	-27
O=C(COC(=O)c1cccnc1Cl)NCC1CCCO1 (centres undefined)
    0	1.7	-9	0	31	-5	-0.4	1.0	-15
CS(=O)(=O)N1CCCC(C(=O)Nc2ccc3c(c2)OCCO3)C1 (centres undefined)
    11	0.8	2	1	3	2	-0.3	1.2	-12
CC(C)NC(=O)Nc1n[nH]c(Nc2ccc(Cl)cc2)n1
    24	0.1	-10	-3	21	-19	-3.3	0.0	-14
CC(C)(C)OC(=O)NCCCCc1cn(CC(=O)N2CCN(C(=O)OC(C)(C)C)CC2)nn1
    8	0.8	1	0	-19	.	0.9	1.0	-5
COc1ccc(CCn2c(=O)[nH]c3cc(C(=O)NCCCN4CCOCC4)ccc3c2=O)cc1OC
    0	-0.7	-49	-7	4	-11	0.5	-1.1	-8
O=C(CSc1nc2ncccc2[nH]1)NCc1ccccc1
    50	0.0	-10	0	28	7	0.0	0.0	0

Additional results.
Order of results – CHOP inhibitor	TRPML3 ag	p47phox inh	Runt-SMMHC FRET	PPC-1+TRAIL kill	MDM2 E3 inh	TNF necrop inh	zfTRPN1 agonist	EBV gp42 block
COc1ccccc1NC(=O)c1csc2c1CCC(C)C2 (centres undefined)
    54	-0.5	-3	-3	12	-33	1.8	-1.6	0
O=C(Cc1cccc2ccccc12)Nc1cccnc1
    4	0.7	-4	-2	8	-2	-0.5	1.3	3
Cc1ccc2[nH]c(-c3ccccc3)c(CN3CCN(C)CC3)c(=O)c2c1
    -4	0.6	-5	3	17	-11	-2.3	0.3	-17
CN(C)c1ccc(O)c2c1CC1CC3[C@@H](N(C)C)C(=O)C(C(N)=O)=C(O)[C@]3(O)C(=O)C1=C2O (some centres undefined)
    31	0.3	5	-2	4	.	-20	2.1	-3
CSc1c(-c2ccccc2)nc2ccc(Cl)cc2c1C(=O)O
    1	0.3	-10	-2	8	-3	-0.4	-0.3	-12
COc1cc(/C=N/Nc2ccc(F)cc2F)cc(OC)c1OC
    -7	-0.1	-4	-2	12	-9	0.9	-1.2	13
CC(=O)c1cccc(N(C(=O)Cn2nnc3ccccc32)C(C(=O)NC2CCCCC2)c2cn(C)nc2C)c1 (centres undefined)
    -4	0.8	-15	-2	14	1	0.4	-1.1	-8
Cc1c(NC(=O)COC(=O)C2(c3ccc(F)cc3)CCCC2)c(=O)n(-c2ccccc2)n1C
    16	0.9	1	2	1	-3	-1.0	-0.1	4
O=c1c2ccccc2nnn1CSc1nc2ccccc2[nH]1
    -11	-0.4	0	4	29	-11	3.1	0.8	-4
Cc1ccc(-c2csc(N/N=C/c3ccco3)n2)cc1
    14	-0.1	-1	-3	14	-10	-5.0	-0.6	4
COC(=O)c1cccc(-c2ccc(/C=N/N3C(=O)C4C5C=CC(C6CC56)C4C3=O)o2)c1 (centres undefined)
    5	0.0	-52	-1	9	.	1.2	-0.1	-23
CCCCNC(=S)NNC(=O)c1ccc2c(c1)OCO2
    15	0.4	2	1	21	-12	0.5	-1.0	-3
Nc1nonc1C(=O)N1CCCCC1
    1	-0.1	0	3	9	-24	0.6	1.1	-15
COc1cccc(-n2cc(C(=O)O)c3ccccc3c2=O)c1
    6	0.6	-6	0	11	19	0.5	0.6	-4
CCOC(=O)c1c(NC(=O)CSc2ncnc3[nH]ncc23)sc2c1CCC(C)C2 (centres undefined)
    43	1.1	-7	-6	7	-9	3.0	1.8	-22
Brc1nnc2n1-c1ccccc1Sc1ccccc1-2
    27	-1.0	-14	4	27	-8	-2.5	-0.9	-18
O=C(CSc1ncnc2c1cnn2-c1ccc(Cl)cc1)NCc1ccc2c(c1)OCO2
    72*	1.2	1	-7	39	-2	1.0	2.1	-16
Cc1ccc(Nc2nc(N)nc(CSCCO)n2)cc1
    7	-0.4	-7	0	-5	-4	-1.2	-0.4	-5
COc1ccc(-c2nc(-c3cccc(C)c3)[nH]c(=O)c2C#N)cc1
    9	0.3	-2	-3	1	-5	-1.4	0.0	-15
Cc1nnc(N(C)C(=O)Cc2ccc3c(c2)OCO3)s1
    3	0.4	-5	2	-8	-16	5.3	1.2	-7
CCN(CC)C(=O)c1c(C)nc2ccccn12
    23	1.3	-8	2	-11	-2	0.9	0.8	-9
Cc1ccc2c(c1)sc1nc(=O)n(-c3ccc(Cl)cc3)c(=O)n12
    80*	0.7	6	1	1	-3	-6.2	0.8	1
OCCC1CN(Cc2ccccc2O)CCN1CCc1ccccc1 (centres undefined)
    -17	0.6	-10	-4	3	15	1.9	1.3	-14

9 entries already listed, ordered by length of the SMILES, rising.
Order of results – CHOP inhibitor	TRPML3 ag	p47phox inh	Runt-SMMHC FRET	PPC-1+TRAIL kill	MDM2 E3 inh	TNF necrop inh	zfTRPN1 agonist	EBV gp42 block
Brc1nnc2n1-c1ccccc1Sc1ccccc1-2
    27	-1.0	-14	4	27	-8	-2.5	-0.9	-18
CCCCNC(=S)NNC(=O)c1ccc2c(c1)OCO2
    15	0.4	2	1	21	-12	0.5	-1.0	-3
OCCC1CN(Cc2ccccc2O)CCN1CCc1ccccc1 (centres undefined)
    -17	0.6	-10	-4	3	15	1.9	1.3	-14
O=c1c2ccccc2nnn1CSc1nc2ccccc2[nH]1
    -11	-0.4	0	4	29	-11	3.1	0.8	-4
COc1cc(/C=N/Nc2ccc(F)cc2F)cc(OC)c1OC
    -7	-0.1	-4	-2	12	-9	0.9	-1.2	13
CSc1c(-c2ccccc2)nc2ccc(Cl)cc2c1C(=O)O
    1	0.3	-10	-2	8	-3	-0.4	-0.3	-12
Cc1ccc2c(c1)sc1nc(=O)n(-c3ccc(Cl)cc3)c(=O)n12
    80*	0.7	6	1	1	-3	-6.2	0.8	1
CCOC(=O)c1c(NC(=O)CSc2ncnc3[nH]ncc23)sc2c1CCC(C)C2 (centres undefined)
    43	1.1	-7	-6	7	-9	3.0	1.8	-22
CN(C)c1ccc(O)c2c1CC1CC3[C@@H](N(C)C)C(=O)C(C(N)=O)=C(O)[C@]3(O)C(=O)C1=C2O (some centres undefined)
    31	0.3	5	-2	4	.	-20	2.1	-3

Rows are unselected; 5.9% or so of the library scored in one or more.
